# Pyk2 oligo antag: Pyk2 (human) oligomerization antagonism | 99,000 compounds, 0.83% hits | z-score (the deposit names both 25 µM and 10 µM) | Q14289 | Q293 cells, Pyk2 FERM NanoBiT luminescence; hits give low values;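 active = Z-score of -3 or lower, scaled per plate to the spread of control and sample wells; inactive = z-score above -3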;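 note: negative z-score means lost luminescence so less FERM oligomerization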
# PostGolgi yeast: growth inhibition of a yeast mutant, post-Golgi transport screen; post-Golgi transport phenotypic cell assay; inhibition, % at 10 µM; 98,000 compounds, 0.9% hits; AID 739; in the data active = inhibition above about 30%;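 note: yeast cells grown in 1536-well plates; yeast grown about 18 h at 30C before absorbance read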
# CYP2C19 activ: cytochrome P450 2C19 (human) activation | recombinant CYP2C19, luciferin-H EGE luminescence; hits give high values; 0 = fully inhibited enzyme, 1 = untreated enzyme | activation factor at 5 µM | 96,000 tested, under 10 active | AID 1025;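 active = activation factor of at least 2 at 5 µM in the primary screen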;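 note: 0 = wells with 2.5 mM tranylcypromine and 1 = vehicle-only wells; values of inactives mirror those of a sister screen read the other way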
# CYP2C9 inhib: inhibitors of human CYP2C9. P11712. CYP2C9 Supersomes, luciferin-H conversion, luminescence. inhibition, % at 5 µM. 96,000 compounds, 20% hits;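 active = blocking of liver enzyme CYP2C9 beyond about 50% at 5 µM, limit read from the data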; note: values of inactives mirror those of a sister screen read the other way
# CYP2C19 inhib: blocks human cytochrome P450 2C19 | P33261 | CYP2C19 Supersomes, luciferin-H EGE luminescence, 30 min | inhibition, % at 5 µM | 96,000 compounds, 21% hits | AID 778;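 active = CYP2C19 inhibition above a set limit at 5 µM in the primary screen, cut at about 50% in these data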;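 note: plate controls were negative control wells for no effect and 2.5 mM tranylcypromine positive control for full effect; values of inactives mirror those of a sister screen read the other way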
# E coli WT exp: blocks growth of wild type E. coli BW25113. 98,000 compounds, 0.15% hits. growth inhibition, % at 100 µM. OD600 absorbance;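 active = growth inhibition above about 50% at one test dose, limit read from the data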;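 note: growth measured after 20 h incubation at 37 °C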
# EphB4 antag: antagonists of human EphB4-ephrin-B2 interaction; AID 720; EphB4 LBD / TNYL-RAW-Alexa532 peptide, fluorescence polarization; 97,000 compounds, 0.15% hits; inhibition, % at 7 µM; P54760;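 active = inhibition above the screen-wide mean inhibition plus 3 SD, cut at about 15% in these data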;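 note: 0% = DMSO wells and 100% = excess unlabeled TNYL-RAW peptide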
# Target sequence (P54760 whole entry, looked up, the tested form may be a part): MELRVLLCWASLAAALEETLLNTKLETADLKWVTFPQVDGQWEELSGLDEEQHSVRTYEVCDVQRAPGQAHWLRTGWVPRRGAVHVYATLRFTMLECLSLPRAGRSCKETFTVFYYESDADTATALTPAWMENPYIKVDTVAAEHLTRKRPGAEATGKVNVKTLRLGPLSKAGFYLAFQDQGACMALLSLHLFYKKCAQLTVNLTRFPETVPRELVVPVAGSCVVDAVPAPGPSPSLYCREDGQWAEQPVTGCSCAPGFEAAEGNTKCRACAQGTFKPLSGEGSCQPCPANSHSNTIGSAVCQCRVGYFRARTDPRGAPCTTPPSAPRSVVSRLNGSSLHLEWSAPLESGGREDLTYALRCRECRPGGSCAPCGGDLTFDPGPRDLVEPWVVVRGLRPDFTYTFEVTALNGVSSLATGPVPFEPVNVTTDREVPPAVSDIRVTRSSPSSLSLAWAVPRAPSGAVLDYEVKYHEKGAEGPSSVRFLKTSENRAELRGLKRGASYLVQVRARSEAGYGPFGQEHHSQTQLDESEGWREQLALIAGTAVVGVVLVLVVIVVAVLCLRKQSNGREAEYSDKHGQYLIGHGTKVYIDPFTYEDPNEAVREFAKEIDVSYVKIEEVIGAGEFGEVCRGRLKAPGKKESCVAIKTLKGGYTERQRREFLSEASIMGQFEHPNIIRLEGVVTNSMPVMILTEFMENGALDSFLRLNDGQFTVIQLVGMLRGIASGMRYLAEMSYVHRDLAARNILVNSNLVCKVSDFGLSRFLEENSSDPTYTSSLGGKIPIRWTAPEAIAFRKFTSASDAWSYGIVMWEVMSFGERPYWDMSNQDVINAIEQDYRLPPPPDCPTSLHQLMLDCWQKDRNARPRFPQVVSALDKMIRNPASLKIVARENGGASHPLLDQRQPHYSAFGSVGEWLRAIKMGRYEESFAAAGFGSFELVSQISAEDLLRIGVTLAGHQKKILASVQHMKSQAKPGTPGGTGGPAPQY
# PLAP act: activators of human placental alkaline phosphatase; activation fold at 20 µM; purified PLAP enzyme, luminescent substrate read-out; hits give high values; AID 696; P05187; 96,000 compounds, 1.2% hits; in the data active = activation fold above about 2
# CYP2C9 act: activators of human CYP2C9 | P11712 | activation factor at 5 µM | recombinant CYP2C9, luciferin-H conversion, luminescence; hits give high values; factor 1 = untreated enzyme, 0 = blocked | 96,000 compounds, 1.4% hits;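 active = activation factor of 2 or more for CYP2C9 at a 5 µM dose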;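 note: 0 = sulfaphenazole-blocked wells and 1 = vehicle-only wells; values of inactives mirror those of a sister screen read the other way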
# * hit, by the source's call; / = not tested or not shown.
SMILES,Pyk2 oligo antag,PostGolgi yeast,CYP2C19 activ,CYP2C9 inhib,CYP2C19 inhib,E coli WT exp,EphB4 antag,PLAP act,CYP2C9 act
Nc1cc(N2CCCCC2)c(Cl)cc1[N+](=O)[O-],-0.41,-11,0.2,53*,80*,17,1,0.4,0.5
CCCCc1c(O)nc(SCC(=O)NCC2CCCO2)[nH]c1=O (stereo not drawn),-0.08,-4,1,0,-4,-3,/,1,1
Cc1ccccc1Cn1c([N+](=O)[O-])cnc1C,-0.14,-2,0.9,10,12,4,-7,1,0.9
COc1ccc(-c2nc(CCNC(=O)c3cccs3)cs2)cc1,/,10,0.6,76*,40,6,5,0.9,0.2
CCc1c(C)nc(SCC(=O)Nc2cccc(Br)c2)[nH]c1=O,-0.23,-2,1,18,2,-15,-4,1,0.8
Cc1csc(=NC(=O)c2ccccc2)n1CCO,0.19,1,0.5,32,50,4,1,0.8,0.7
CC(=O)c1cnc2cc(-c3ccc(Cl)cc3)nn2c1C,1.2,8,0.9,18,14,-3,-2,0.9,0.8
Cc1ccc(CNC(=O)c2sc3nc4c(c(C(F)(F)F)c3c2N)CCC4)cc1,1,0,0.9,48,14,-8,-6,1.3,0.5
Cc1ccc(C(=O)NCCc2csc(-c3cccnc3)n2)cc1,/,1,0.5,63*,47,6,2,1.1,0.4
COC(=O)C1=C(C(=O)c2ccc(C)cc2)C(c2ccc(O)c(OC)c2)n2nnnc2N1 (stereo not drawn),-1.2,3,0.9,69*,6,-3,5,0.9,0.3
COc1cc(CNCc2ccccn2)ccc1OCc1c(Cl)cccc1Cl,0.84,4,0.3,20,69*,21,0,2*,0.8
Cc1cc(-c2nnc3n2N=C(C(C)(C)C)CS3)n[nH]1,0.22,-1,0.9,0,9,8,-4,1.2,1
COc1ccc(C(=O)Nc2ccccc2C(=O)NC(C(=O)NCc2ccco2)C(C)C)cc1 (stereo not drawn),-0.62,9,1,37,2,-3,-6,1.1,0.6
O=c1c(CN2CCN(c3cccc(Cl)c3)CC2)coc2c(Cl)cc(Cl)cc12,0.69,9,1,-12,-4,-10,9,1.2,1.1
CCN(CC)CCN1C(=O)C(=O)/C(=C(/O)c2ccc(C)cc2)C1c1ccncc1 (stereo not drawn),/,19,1,-2,2,-4,-7,1.2,1
COCCNc1cc(C)nc2ccccc12,0.48,-1,1,7,-3,-2,3,0.9,0.9
COc1ccc(OC)c(NC(=O)Nc2ccccc2C)c1,-0.15,24,0.3,29,67*,2,-7,0.9,0.7
N#CCCCSc1ncccc1-c1nc2ccccc2[nH]1,1.2,3,/,/,/,-5,1,/,/
CCN(CC)CCN1C(=O)C(O)=C(C(=O)c2cccs2)C1c1ccc(C)o1 (stereo not drawn),1.1,-19,1,-1,1,-1,-2,1.2,1
O=C(CCCCCN1C(=O)c2ccccc2C1=O)Nc1ccc(S(=O)(=O)N2CCCCC2)cc1,-0.79,2,0.7,83*,26,-22,6,0.9,0.2
Cc1cc(N(C)C)nc(SC(C)C)n1,-0.27,-3,1,-23,-1,2,0,1,1.2
CC(=O)Nc1ccc(S(=O)(=O)N2CCC(n3cnc4cc(F)ccc43)CC2)cc1,0.34,6,0.7,60*,26,6,3,1.2,0.4
CCSc1nnc(Nc2ccccc2)s1,0.3,3,0.7,3,29,11,-5,1,1
Cc1cccc(-n2ncc3c(N4CCCc5ccccc54)ncnc32)c1,0.3,1,0.9,3,11,-10,-4,1.4,1
CN1CCN(c2nc(-c3ccco3)cc(C(F)(F)F)n2)CC1,-0.08,9,0.9,14,13,14,-1,1.5,0.9
CN(C(=O)c1ccc2c(=O)n3c(nc2c1)CCCCC3)c1ccccc1,0.19,12,/,/,/,-13,-7,/,/
CCOC(=O)c1sc(NS(=O)(=O)c2ccccc2Cl)nc1C,-0.13,-1,0.5,96*,52*,-12,3,1.6,0
Cc1cccc(NC(=S)NCc2cccn2C)c1,0.87,-3,0.7,-4,33,-2,-7,0.8,1
O=c1[nH]cnc2sc3c(c12)CCCC3,0.2,5,1,9,-2,-2,3,1.3,0.9
O=C(O)c1cc(Cl)c(Cl)cc1C(=O)N1CCOCC1,1.1,/,1.2,-22,-21,/,/,1,1.2

# An excerpt from above in order of their number in CYP2C19 inhib, falling.
molecule	Pyk2 oligo antag	CYP2C19 activ	CYP2C9 inhib	CYP2C19 inhib	EphB4 antag	PLAP act	CYP2C9 act
CCSc1nnc(Nc2ccccc2)s1	0.3	0.7	3	29	-5	1	1
O=C(CCCCCN1C(=O)c2ccccc2C1=O)Nc1ccc(S(=O)(=O)N2CCCCC2)cc1	-0.79	0.7	83*	26	6	0.9	0.2
CCN(CC)CCN1C(=O)C(=O)/C(=C(/O)c2ccc(C)cc2)C1c1ccncc1 (stereo not drawn)	/	1	-2	2	-7	1.2	1

# Other records:
SMILES,Pyk2 oligo antag,PostGolgi yeast,CYP2C19 activ,CYP2C9 inhib,CYP2C19 inhib,E coli WT exp,EphB4 antag,PLAP act,CYP2C9 act
O=C1NC(=O)C2(CCc3ccccc32)N1 (stereo not drawn),0.2,5,0.9,-9,7,1,0,0.9,1.1
CC(=O)c1cccc(NC(=O)COc2nsnc2N2CCOCC2)c1,0.86,9,0.5,41,50,-5,8,1,0.6
Cc1ccc(-c2nnc(N(C)C(=O)c3ccccn3)s2)cn1,-0.03,-6,1,6,2,4,0,1,0.9
CCc1ccc(OCC(=O)OC2CCS(=O)(=O)C2)cc1 (stereo not drawn),0.39,-2,1,-6,1,-4,-7,1.3,1.1
O=C1OCCC1Sc1nc2ccccc2n1Cc1ccccc1 (stereo not drawn),0.19,-7,0.2,55*,82*,7,10,1,0.5
Cn1nnnc1SCC(=O)c1ccc(Br)s1,-0.36,-8,0.4,11,65*,17,5,0.9,0.9
CCOC(=O)c1ccc(NC(=O)CSc2nnc(Cc3cccs3)n2C)cc1,0.52,-1,0.7,45,29,-1,-3,1.1,0.6
O=S(=O)(NCCNS(=O)(=O)c1ccc(F)cc1)c1ccc(F)cc1,0.46,-4,0.6,3,38,-1,-4,0.8,1
C=CCn1c(SCC(=O)NC2CCCCC2)nnc1C(C)NC(=O)c1cccs1 (stereo not drawn),1.8,1,1.1,-14,-7,1,4,1.2,1.1
COc1ccccc1NC(=O)CCNC(=O)Cn1ccc2ccccc2c1=O,1.2,1,1,17,1,5,4,0.9,0.8

# A second format for 3 compounds above:
# Results follow in this order: Pyk2 oligo antag, PostGolgi yeast, CYP2C19 activ, CYP2C9 inhib, CYP2C19 inhib, E coli WT exp, EphB4 antag, PLAP act, CYP2C9 act
CN1CCN(c2nc(-c3ccco3)cc(C(F)(F)F)n2)CC1
    -0.08, 9, 0.9, 14, 13, 14, -1, 1.5, 0.9
Nc1cc(N2CCCCC2)c(Cl)cc1[N+](=O)[O-]
    -0.41, -11, 0.2, 53*, 80*, 17, 1, 0.4, 0.5
CC(=O)c1cnc2cc(-c3ccc(Cl)cc3)nn2c1C
    1.2, 8, 0.9, 18, 14, -3, -2, 0.9, 0.8

# CYP2C19 inhib: what is marked active above
Molecule,Pyk2 oligo antag,CYP2C19 activ,CYP2C9 inhib,CYP2C19 inhib,EphB4 antag,PLAP act,CYP2C9 act
Nc1cc(N2CCCCC2)c(Cl)cc1[N+](=O)[O-],-0.41,0.2,53*,80*,1,0.4,0.5
COc1cc(CNCc2ccccn2)ccc1OCc1c(Cl)cccc1Cl,0.84,0.3,20,69*,0,2*,0.8
COc1ccc(OC)c(NC(=O)Nc2ccccc2C)c1,-0.15,0.3,29,67*,-7,0.9,0.7
CCOC(=O)c1sc(NS(=O)(=O)c2ccccc2Cl)nc1C,-0.13,0.5,96*,52*,3,1.6,0
O=C1OCCC1Sc1nc2ccccc2n1Cc1ccccc1 (stereo not drawn),0.19,0.2,55*,82*,10,1,0.5
Cn1nnnc1SCC(=O)c1ccc(Br)s1,-0.36,0.4,11,65*,5,0.9,0.9

# Remaining list, next part.
SMILES,Pyk2 oligo antag,PostGolgi yeast,CYP2C19 activ,CYP2C9 inhib,CYP2C19 inhib,E coli WT exp,EphB4 antag,PLAP act,CYP2C9 act
COc1ccc(C2=Nn3c(nnc3-c3ccccn3)SC2)cc1,0.31,2,0.7,21,33,8,0,1,0.8
O=C(CN1CCC(n2nnc3cc(F)ccc32)CC1)NNC(=O)c1ccccc1,0.27,-2,1,3,5,1,-2,1.7,1
CCc1nnc(NC(=O)CN2CCN(c3nc(-c4ccccc4)cs3)CC2)s1,-2.7,11,0.5,64*,49,-6,-2,2.1*,0.4
Cc1c(OCc2ccccc2)c(=O)ccn1Cc1ccc(Cl)cc1,0.11,-2,0.7,57*,31,-2,0,1,0.4
CC(C)(C)C1CCc2onc(C(=O)Nc3cccnc3)c2C1 (stereo not drawn),-0.64,1,0.6,10,41,-4,/,1.1,0.9
CCc1ccccc1NC(=O)N1C2CCCC1CC(NC(=O)C(C)(C)C)C2 (stereo not drawn),-0.22,5,1.1,0,-10,-10,/,1.3,1
CCOc1ccccc1N(CC(=O)NCc1ccc(OC)cc1)S(C)(=O)=O,0.95,0,0.1,62*,89*,4,10,1.6,0.4
Cc1ccc(-c2nnn(CC(=O)N(CC(=O)NCC3CCCO3)c3ccccc3)n2)o1 (stereo not drawn),-0.21,-10,0.8,11,18,4,-7,1.5,0.9
CCCCNC(=O)N1CCOCCOCCN(C(=O)NCCCC)CCOCC1,-0.23,-2,1.1,3,-9,3,-1,0.9,1
O=C(c1ccccc1F)N1CCN(Cc2ccccc2F)CC1,0.08,-3,0,59*,96*,4,2,0.8,0.4
COc1ccc(NC(=O)c2ccccc2C)c(OC)c1,0.34,-8,0.6,-15,38,2,5,1,1.2
Cc1ccc2cc(C)c3nnc(SCC(=O)Nc4nc5c(s4)CCCC5)n3c2c1C,-1.7,5,0.6,50*,40,-6,1,1.4,0.5
COCCN1C(=O)C(O)=C(C(C)=O)C1c1ccc(F)cc1 (stereo not drawn),0.67,18,1,-16,2,3,5,0.9,1.2
Cc1cc(C)nc(-n2nc(C)cc2NC(=O)CN2CCC(C)CC2)n1,-0.05,0,1,31,3,0,4,1.5,0.7
C[C@H](NC(=O)Nc1ccccc1F)C(=O)O,-0.54,0,1.1,1,-14,-12,-12,1.1,1
CCOC(=O)C1=C(C)NC(=O)NC1c1ccc(OCC(=O)N2CCCCC2)cc1 (stereo not drawn),1.2,2,1,21,5,-1,-3,1.1,0.8
Cc1nnc(NC(=O)C2CCN(c3nnnn3-c3ccccc3)CC2)s1,0.13,-6,0.8,11,18,0,5,1,0.9
Cc1c(C(=O)Nc2ccc(-n3cnnn3)cc2)oc2ccccc12,-0.47,-4,1.1,16,-7,-2,7,0.9,0.8
COC(=O)c1ccccc1S(=O)(=O)N1CCC(c2nc3ccccc3o2)CC1,0.36,-2,0.1,81*,87*,-1,1,1.4,0.2
Cc1ccc(Cn2ccc(NC(=O)CCSc3nc(-c4ccco4)cc(C(F)(F)F)n3)n2)cc1,1.1,2,0.2,93*,81*,-23,12,1.3,0.1
CCCc1nnc(NC(=O)NCCN2C(=O)C3C4C=CC(C4)C3C2=O)s1 (stereo not drawn),/,2,0.9,-2,6,5,0,1,1
Cn1c(COc2ccc(Cl)cc2)nnc1SCc1ncc(-c2ccccc2)o1,0.68,21,0.6,-49,45,-3,5,1.6,1.5
COC(=O)c1cc(=O)nc2sccn12,0.5,6,1,3,2,3,-4,0.8,1
O=C1NC2=C(C(=O)c3ccccc32)C(c2ccccc2)N1 (stereo not drawn),-0.83,-2,0.8,24,19,-16,2,0.9,0.8
O=C(Nc1ccc2c(c1)OCCO2)C1CCN(C(=O)c2ccc(F)cc2)CC1,0.33,8,0.8,23,19,0,-5,1.5,0.8
COc1ccc(CC(=O)Nc2c3c(nn2-c2cccc(Cl)c2)CS(=O)(=O)C3)cc1,-0.04,-2,0.6,28,38,-3,2,0.9,0.7
NC(=O)CSc1ncnc2c1oc1ccccc12,/,-15,1,5,-1,4,-1,0.9,1
Fc1cccc(NCc2cn3ccccc3n2)c1,0.91,1,0.2,32,78*,32,8,1.3,0.7
